# PfHsp90 set2 – reduces growth (ATP signal) of yeast expressing P. falciparum Hsp90. inhibition, % at 9.4 µM. AID 504621. 310,000 tested, 0.32% active. S. cerevisiae expressing PfHsp90, BacTiter-Glo ATP, 48 h; yeast lacking PDR1 and PDR3 efflux regulators;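 active = every replicate shows inhibition above about 80%, whatever the replicate mean, limit read from the data; inconclusive = mean inhibition reaches the set limit but some replicate falls short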;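 also: 0% = DMSO neutral controls and 100% = 20 µM radicicol positive controls; yeast relying on Plasmodium falciparum Hsp90 in place of its own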
# LANA DNA inh – inhibitors of KSHV LANA C-terminal domain DNA binding. MBP-C-LANA/FAM-LBS DNA binding, fluorescence polarization. inhibition, % at 9 µM. 340,000 tested, 0.078% active. AID 504423;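 active = highest replicate inhibition at or above 60% at 9 µM, even if other replicates fall short; inactive = all replicates below 60% inhibition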;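 also: 0% = neutral control wells and 100% = 4 µM acridine orange control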
# PvdQ inh – P. aeruginosa PvdQ acylase inhibition. purified PvdQ acylase, fluorescence plate reader. inhibition, % at 10 µM. 340,000 tested, 0.063% active. AID 488965; in the data active = inhibition above about 30%, passing the limit was not always enough; inconclusive = no clear call, values can overlap the other calls;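 also: 0% = vehicle neutral wells and 100% = reference inhibitor wells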
# cardiac RTF act – cardiac RTF calcium sensitization; P19429+P45379; activation, % at 7.2 µM; IANBD-labeled TnC RTF fluorescence at EC20 calcium; 0% EC20 calcium, 100% full calcium; 340,000 tested, 0.24% active;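 active = activation above the mean over all tested compounds plus 3 SD, cut at about 30% in these data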;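 also: rise in fluorescence read as greater calcium sensitivity of cardiac thin filaments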
# Mot1-301 SUMO – inhibitors of SUMOylation pathway: yeast Mot1-301 growth rescue; S. cerevisiae Mot1-301 growth rescue, ATP luminescence, 38.5C; percent above DMSO median, 100 means doubled; growth rescue, % at 18.8 µM; 320,000 tested, 1% active; AID 2716;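 active = every valid replicate shows activation above 250% relative to neutral control wells; inactive = the rest, any valid replicate at or below 250%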;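 also: OY570 slx delta 5 strain wells were the positive control but not used for scaling; some compounds called inactive have numbers as strong as hits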
# CDK5 inh – inhibitors of human CDK5/p35 kinase. Q00535+Q15078. Recombinant CDK5/p35, ADP-Glo luminescence, 60 min. inhibition, % at 10 µM. 330,000 tested, 0.01% active;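 active = highest replicate inhibition of at least 50% and at least 75% of replicates reaching 50%; inconclusive = only one of the two criteria met; inactive = both criteria failed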;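 also: plate controls were DMSO neutral control for no effect and GW8510 at 10 µM for full effect; many of its hits are not listed in these tables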
# Keap1 Nrf2 FP – Keap1-Nrf2 (human) interaction inhibition | inhibition, % at 9.4 µM | AID 504523 | Keap1 Kelch-Nrf2 peptide fluorescence polarization, 1536-well | Q14145 | 340,000 tested, 0.15% active; in the data active = inhibition above about 12%; inconclusive = no clear call, values can overlap the other calls; inactive = below about 7.3%;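 also: human Keap1 Kelch domain with fluorescein labeled Nrf2 9mer peptide probe; 0% = neutral control wells and 100% = peptide positive control; higher means more block of Keap1 binding to Nrf2 peptide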
# Cardiac RTF inh – cardiac RTF calcium desensitization | P19429+P45379 | inhibition, % at 7.15 µM | 340,000 tested, 0.12% active | IANBD-labeled cardiac RTF, Ca2+ fluorescence | AID 493244;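 active = inhibition above the mean inhibition of all tested compounds plus 3 SD, cut at about 17% in these data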;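 also: assay run at fixed EC70 calcium of 1.6 mM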
# dFosB activator – enhances mouse delta FosB homodimer DNA binding. 340,000 tested, 0.99% active. purified delta FosB, TAMRA-CDK5 oligo fluorescence polarization; percent of positive-control signal above neutral wells. P13346. activation, % at 25 µM;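 active = mean activation above about 17%, with every replicate also reaching it, limit read from the data, passing the limit was not always enough; inconclusive = only one of the two conditions met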;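 also: fluorescence polarization rise as delta FosB binds a TAMRA Cdk5 AP-1 oligo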
# Target sequence (P13346 whole entry, looked up): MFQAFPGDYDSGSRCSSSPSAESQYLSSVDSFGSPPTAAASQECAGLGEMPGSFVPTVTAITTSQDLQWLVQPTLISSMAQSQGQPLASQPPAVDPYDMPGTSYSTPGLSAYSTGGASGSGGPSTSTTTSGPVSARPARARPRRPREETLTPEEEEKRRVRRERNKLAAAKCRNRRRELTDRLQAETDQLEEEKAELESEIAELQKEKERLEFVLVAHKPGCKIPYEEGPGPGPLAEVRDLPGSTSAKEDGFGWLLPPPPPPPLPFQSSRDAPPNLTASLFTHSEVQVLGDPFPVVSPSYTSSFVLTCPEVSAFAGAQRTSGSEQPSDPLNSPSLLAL
# Rtt109 Vps75 – inhibitors of Candida albicans Rtt109/Vps75 histone acetyltransferase; purified Rtt109/Vps75, ThioGlo CoA-SH fluorescence, 4 h; inhibition, % at 34.9 µM; 330,000 tested, 0.16% active; AID 540336;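 active = inhibition of at least 50% in every replicate; inconclusive = best replicate reaches 50% inhibition but some replicates fall short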
# Target sequence (Q5AAJ8 whole entry, looked up): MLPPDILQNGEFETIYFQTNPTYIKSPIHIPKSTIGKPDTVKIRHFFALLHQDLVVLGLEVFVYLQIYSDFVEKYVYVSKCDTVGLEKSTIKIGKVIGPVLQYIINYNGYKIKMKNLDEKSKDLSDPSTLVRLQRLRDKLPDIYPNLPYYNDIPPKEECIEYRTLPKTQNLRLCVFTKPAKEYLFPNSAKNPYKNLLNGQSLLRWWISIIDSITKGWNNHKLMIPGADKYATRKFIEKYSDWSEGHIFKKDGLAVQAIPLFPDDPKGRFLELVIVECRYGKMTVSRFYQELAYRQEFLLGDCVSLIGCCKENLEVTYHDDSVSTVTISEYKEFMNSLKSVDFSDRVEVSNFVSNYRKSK
# NSD2 HMT inh – blocks human histone methyltransferase NSD2; O96028; NSD2 peptide methylation, AlphaScreen, 120 min; inhibition, % at 12.5 µM; 310,000 tested, 0.54% active; AID 743445; in the data active = inhibition above about 50%
# Starred values were filed as active, the others as inactive; ? = inconclusive; · = no result given.
# Every second line gives: CDK5 inh	Keap1 Nrf2 FP	PfHsp90 set2	NSD2 HMT inh	dFosB activator	Cardiac RTF inh	Rtt109 Vps75	PvdQ inh	LANA DNA inh	cardiac RTF act	Mot1-301 SUMO
1: CCCCCOC(=O)c1ccc(NC(=O)c2ccco2)cc1
→ -0.7	-1	·	-1	-16	-9	7	-7	0.9	9	-1
2: Cc1nc(Cl)c(C(=O)NCCc2ccccc2)c(C)c1[N+](=O)[O-]
→ 0.4	1	9	-2	-2	-10	2	-1	-1.1	-5	-17
3: O=C(NC1CCCc2c1cnn2-c1ccccc1F)c1ccccn1 (centres undefined)
→ -0.3	0	1	-5	5	-2	5	4	1.1	-9	33
4: Cc1cc(N2CCOCC2)nc(SCC(=O)OCc2ccccc2)n1
→ -1.1	?	-20	-6	-4	0	11	2	6.2	3	-12
5: CCc1ccc(C(C)NC(=O)C2CCCO2)cc1 (centres undefined)
→ 2.5	-4	-5	-2	-2	2	48	3	-0.5	-1	-2
6: COc1cccc(NC(=S)N(CCCN2CCCC2)Cc2cccn2Cc2ccc(Cl)cc2)c1
→ -0.7	0	-15	2	15	-1	14	-10	1.4	-9	11
7: C=C(c1cccc2ccccc12)P(=O)(O)O
→ -0.1	-5	13	3	-9	5	3	-6	-0.1	-6	2
8: C=CCC(O)(CC=C)CNC(=O)c1ccc(OC)c(OC2CCN(C(C)=O)CC2)c1
→ 1.5	-6	-12	-2	1	-2	-6	-19	0.8	-2	192
9: CCCC(=O)O/N=C(\c1ccccc1)c1ccncc1
→ -1.0	1	5	-3	-3	-14	-3	-6	-0.9	-1	1
10: Nc1nc(N)c(N=Nc2ccc(C(=O)O)cc2)c(N)n1
→ 1.8	-5	-7	1	2	-4	-2	-22	1.0	-6	-15
11: CCC(=O)N1CCc2cc(S(=O)(=O)CCC(=O)N3CCc4ccccc4C3)ccc21
→ -1.1	6	-7	·	-2	3	-1	1	-2.3	-3	94
12: CCOC(=O)c1ccc(NC(=O)N2CC(C)OC(C)C2)cc1 (centres undefined)
→ -4.6	-4	29	0	-2	-4	6	-15	-2.7	4	20
13: CCOc1cccc(/C=C/c2ccc3ccccc3n2)c1OC(C)=O
→ -4.5	-3	2	-9	-27	-5	11	0	-0.7	2	-2
14: CC(C)CCC1(C)NC(=O)N(CC(=O)Nc2ccc3c(c2)OCCO3)C1=O (centres undefined)
→ -1.6	-2	·	0	-10	3	5	-5	-0.5	-1	5
15: CCc1c(O)nc(SCC(=O)Nc2ccccc2OC)[nH]c1=O
→ -1.9	4	31	1	-1	-8	-4	-13	-0.3	4	-14
16: Cc1ccccc1OCc1nc2ccccc2c(=O)n1/N=C/c1c[nH]c2ccccc12
→ -4.7	-5	-14	-2	-4	-5	0	-7	-2.5	2	-10
17: COc1ccc(S(=O)(=O)NC(CC(=O)NCc2ccc3c(c2)OCO3)c2ccco2)cc1 (centres undefined)
→ 1.1	-1	12	·	-11	3	-5	-14	-1.2	2	1
18: COc1cccc(NC(=O)COc2ccc(C(=S)N3CCN(C)CC3)cc2OC)c1
→ 0.3	-5	15	·	-5	-1	-8	-14	-0.1	-3	5
19: CCOc1cc2[nH]c(=S)n(Cc3ccc(C(=O)NCCCOC)cc3)c(=O)c2cc1OCC
→ 0.0	-3	-16	0	1	-8	3	-15	1.4	9	56
20: Cn1nnnc1SCC(=O)Nc1ccccc1C(N)=O
→ 3.2	-1	-23	-1	0	-4	2	-8	-0.1	1	-3
21: COC(=O)Cc1ccc(NC(=O)c2ccc3c(c2)C(=O)N(Cc2cccnc2)C3=O)cc1
→ 1.3	0	-9	10	-5	-4	-9	1	-1.7	1	-15
22: Cc1c(C)c(C)c(C(=O)CCc2cccc(NC(=O)CCC(=O)O)c2)c(C)c1C
→ 0.4	3	-9	-1	3	-9	8	3	-0.1	-1	0
23: N#Cc1ccccc1CSc1nnc(-c2ccncc2)o1
→ 1.5	-4	-3	2	1	0	-4	11	0.0	-2	8
24: CC(C)CN(C(=O)C1CCCO1)c1c(N)n(CC(C)C)c(=O)[nH]c1=O (centres undefined)
→ -0.3	-3	-17	-2	-3	3	-13	-18	-0.9	-4	·
25: Cc1cc(Cl)ccc1NC(=O)COC(=O)CCNS(=O)(=O)c1ccccc1
→ 0.3	-2	-12	4	4	-7	1	-16	0.9	-1	-6
26: CCN(CC)S(=O)(=O)c1cccc(NC(=O)c2ccccc2Br)c1
→ -3.9	-2	22	-3	-10	5	2	1	-1.0	3	157
27: COc1ccc(-c2csc(NC(=O)CSCc3c(C)noc3C)n2)c(OC)c1
→ -0.5	-3	2	0	-1	-7	-4	8	-1.5	-9	278
28: C/C(=N\NC(=O)c1ccc([N+](=O)[O-])cc1)c1cccc([N+](=O)[O-])c1
→ -0.6	-3	9	-1	1	-2	17	10	0.5	1	5
29: Cc1cccc(C)c1NC(=O)CN(C)c1ccc(C(F)(F)F)cn1
→ 1.1	-5	5	1	-2	0	-13	-9	-2.0	-1	0
30: Cn1c(=O)c2c(nc(CN3CCN(C(=O)c4ccco4)CC3)n2Cc2ccc(F)cc2)n(C)c1=O
→ 1.4	-3	-2	1	-11	-6	38	1	0.8	-7	-4
31: CCCc1nn2c(=O)cc(COc3ccc(NC(=O)c4ccco4)cc3)nc2s1
→ 2.7	-1	22	-3	-6	-1	-7	-12	-0.1	-10	-6
32: COc1cccc(-c2nc(-c3ccc(NC(=O)Cc4ccccc4OC)cc3)no2)c1
→ 0.9	-3	-10	·	-12	0	-1	12	0.3	-2	·
33: O=C(CCN=C1NS(=O)(=O)c2ccccc21)OCc1cccc(Cl)c1
→ 1.4	·	0	-2	4	-5	·	10	·	-4	7
34: O=S(=O)(NCCc1ccc(F)cc1)c1ccc(F)cc1Br
→ -2.7	-3	4	·	7	-6	3	-15	2.1	1	·
35: O=C(c1ccc2ccccc2c1)C1CCCN(C(=O)c2cnccn2)C1 (centres undefined)
→ -0.1	1	9	·	-9	-1	-1	-9	-1.4	-3	3
36: CC1=CN2C(=N)/C(=C/c3ccc(Sc4ccc(C)cc4)o3)C(=O)N=C2S1
→ -0.8	-3	-8	10	3	8	9	2	3.1	1	6
37: CCN1CCc2c(sc(NC(=O)c3ccc(S(=O)(=O)N4CCOCC4)cc3)c2C(=O)OC)C1
→ 0.0	3	11	-4	-27	2	23	-9	-1.1	-3	-11
38: c1coc(-c2nc3nc4ccccc4nc3n2CC2CCCO2)c1 (centres undefined)
→ 1.1	-7	-50	0	-16	-4	-70	-8	4.0	3	-1
39: Cc1ccc(S(=O)(=O)N(C)CC(=O)NNC(=O)Cc2ccccc2F)cc1
→ 0.6	-2	·	-5	-1	-5	2	-16	-1.0	11	6
40: CCOC(=O)c1cnc(SCC(=O)Nc2cc(OC)cc(OC)c2)nc1N
→ 0.0	3	·	7	-1	-3	·	-15	-0.6	2	-2
41: CC1=NNC(=O)C1CCC(=O)N/N=C\c1ccc(Cl)c(Cl)c1 (centres undefined)
→ -0.3	-3	4	-2	-5	-9	6	-13	-0.3	3	-7
42: CCOC(=O)C1CCCN(C(=O)Cn2nc(Cc3cccnc3)c3ccccc3c2=O)C1 (centres undefined)
→ -0.1	2	2	·	-3	-5	-2	-13	-1.2	1	-10
43: COc1ccc(-c2cc(=O)oc3cc(OCC(=O)N(C)C4CCS(=O)(=O)C4)ccc23)cc1 (centres undefined)
→ 1.2	-1	-12	1	-17	-3	19	2	0.3	5	146
44: CN(c1ccccc1)c1cc(Br)nc(Br)c1
→ -2.0	-5	-22	-4	-4	1	-2	-11	-2.1	0	6
45: COc1ccccc1C(=O)C1CCCN(C(=O)CCc2ccccn2)C1 (centres undefined)
→ -0.3	2	18	-3	-3	-17	·	-14	0.8	-8	-7
46: CC(C)(C)OC(=O)N1CCC(NC(=O)c2[nH]cnc2C(=O)Nc2ccon2)CC1
→ 0.0	-7	18	·	-3	5	-2	-22	0.6	5	-9
